ERG Ets-DNA blk: inhibitors of human ERG Ets domain-DNA interaction | 370,000 tested, 0.028% active | Potency, µM (series often up to 76.9 µM), without a hit: at the highest dose FP activity, negative = inhibition, most hits filed as inhibitors | fluorescence polarization, His-ERG Ets domain / labelled DNA | P11308; active = well fitted inhibition curve with a large enough effect in the polarisation, with a control signal flat; inconclusive = small, poorly fitted or top-dose-only effect, or effect the other way, or a change in a side signal; inactive = no such curve, though single readings can be large or run the other way; the % refers to the polarisation;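 also: polarization taken with two DNA probes labelled with fluorescein and Texas red; potency is read from the fitted curve at half-maximal effect; % of control where 0% means no effect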
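His-tagged ERG Ets domain (1 uM in the protein solution; 300mM KCl, 50mM Tris-HCl, 1mM EDTA, 1mM DTT, pH 7.5) received compound, then a probe mix of 5 nM fluorescein-DNA and 100nM Texas-615-DNA. Fluorescence polarization was read for both dyes.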
HP1b binding inh: HP1-beta chromodomain-methylated histone interaction inhibition; P83916; AlphaScreen HP1-beta / biotin-H3K9me3 peptide binding; Potency, µM (doses to about 114 µM), without a hit: at the highest dose activity change, negative = inhibition, actives largely listed as inhibitors; 390,000 tested, 0.56% active; AID 540317; also: potency is read from the fitted curve at half-maximal effect; nearly all actives have a fitted effect of over 70% in size; inactives centre near 23
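Compound inhibition of the preformed complex between 50 nM HP1-beta and 50 nM biotinylated H3K9me3 peptide was read by AlphaScreen. Buffer was PBS pH 7.4 with 0.01% Tween-20. Incubations ran 30 min at room temperature, with 10 ug/mL donor/acceptor beads.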
GLS inhibitor: glutaminase GLS (human) inhibition; 410,000 tested, 0.21% active; GLS enzymatic activity, qHTS titration; Potency, µM (doses to about 45.5 µM), without a hit: at the top dose activity change, negative = inhibition, most hits filed as inhibitors; O94925; also: potency is read from the fitted curve at half-maximal effect; % is scaled to controls: 0 for no effect and ±100 for the full control effect
Target sequence (O94925 whole entry, looked up): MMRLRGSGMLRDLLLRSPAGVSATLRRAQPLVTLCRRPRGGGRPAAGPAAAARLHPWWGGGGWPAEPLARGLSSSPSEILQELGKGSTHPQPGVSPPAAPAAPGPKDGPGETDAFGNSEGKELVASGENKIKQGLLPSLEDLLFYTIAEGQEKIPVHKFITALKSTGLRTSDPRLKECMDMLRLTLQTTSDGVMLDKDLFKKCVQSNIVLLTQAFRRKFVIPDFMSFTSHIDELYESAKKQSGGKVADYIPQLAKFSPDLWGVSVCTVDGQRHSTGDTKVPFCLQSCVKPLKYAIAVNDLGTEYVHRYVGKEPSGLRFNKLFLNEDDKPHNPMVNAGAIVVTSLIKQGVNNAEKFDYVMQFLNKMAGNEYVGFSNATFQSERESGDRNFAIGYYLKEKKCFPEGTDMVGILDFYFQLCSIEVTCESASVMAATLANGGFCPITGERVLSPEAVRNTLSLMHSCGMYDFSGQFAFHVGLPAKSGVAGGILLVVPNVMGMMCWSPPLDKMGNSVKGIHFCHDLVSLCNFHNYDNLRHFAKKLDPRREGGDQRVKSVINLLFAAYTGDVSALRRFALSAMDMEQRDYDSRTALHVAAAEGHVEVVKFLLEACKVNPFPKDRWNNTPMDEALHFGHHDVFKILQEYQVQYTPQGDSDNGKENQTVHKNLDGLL
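Two-point fluorescence kinetic (t0, 30 min RT) for hKGA; glutamate detected via glutamate oxidase–HRP–Amplex Red. Substrate: 1 mM L-glutamine solution; buffer 45 mM KH2PO4, pH 8.2.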
G9a block: inhibitors of human histone lysine methyltransferase G9a; G9a H3K9 monomethylation, AlphaScreen, 2 h; 350,000 tested, 8.8% active; Potency, µM (series often up to 102 µM), for inactives: top-dose activity, negative = inhibition, hits mostly inhibitors; AID 504332; also: potency is read from the fitted curve at half-maximal effect; % is scaled to controls: 0 for no effect and ±100 for the full control effect; nearly all actives have a fitted effect of over 75% in size
Target sequence (Q96KQ7 913-1193 limits assumed): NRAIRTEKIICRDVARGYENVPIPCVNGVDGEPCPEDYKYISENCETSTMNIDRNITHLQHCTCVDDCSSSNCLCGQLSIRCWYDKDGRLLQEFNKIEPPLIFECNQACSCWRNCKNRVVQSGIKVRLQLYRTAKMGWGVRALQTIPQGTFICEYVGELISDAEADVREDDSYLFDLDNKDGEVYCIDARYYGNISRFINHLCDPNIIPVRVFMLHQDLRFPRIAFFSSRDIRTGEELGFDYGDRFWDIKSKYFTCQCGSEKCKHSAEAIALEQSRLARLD
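Enzyme 20 nM + cpd, 15 min RT; add b-H3K9 pep 500 nM / SAM 20 uM; 2 h RT; anti-H3K9me1 Ab 0.5 ug/mL + SA donor / anti-rabbit acceptor beads 20 ug/mL each, 10 min; AlphaScreen read.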
ALOX12 inh: blocks human arachidonate 12S-lipoxygenase | P18054 | purified 12hLO, xylenol orange hydroperoxide absorbance | Potency, µM (highest dose often 108 µM), inactives show at the top dose activity change, negative = inhibition, usual class: inhibitors | 580,000 tested, 1.1% active | AID 1671190; also: potency is read from the fitted curve at half-maximal effect; % is scaled to controls: 0 for no effect and ±100 for the full control effect
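Hydroperoxide product was detected by ferrous iron/xylenol orange as the 573 to 405 nm absorbance ratio. Arachidonic acid at 40 uM (final) was turned over for 30 min at room temperature by 150 nM human 12hLO, pH 7.0 Hepes buffer, after 15 min compound preincubation.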
JMJD2A Tudor: inhibitors of human JMJD2A Tudor domain; O75164; AlphaScreen JMJD2A-Tudor / H3K4me3 peptide binding; Potency, µM (titrated, usually from 114 µM), without a hit: at the highest dose activity change, negative = inhibition, hits mostly inhibitors; 390,000 tested, 4.4% active; AID 504339; also: potency is read from the fitted curve at half-maximal effect; % is scaled to controls: 0 for no effect and ±100 for the full control effect; nearly all actives have a fitted effect of over 50% in size
BAZ2B inh: blocks human BAZ2B | Q9UIF8 | AlphaScreen BAZ2B-H3K14Ac peptide displacement | 360,000 tested, 4.4% active | AID 504333 | Potency, µM (top dose mostly 114 µM), for inactives: at the top dose activity change, negative = inhibition, usual class: inhibitors; also: potency is read from the fitted curve at half-maximal effect; % is scaled to controls: 0 for no effect and ±100 for the full control effect; nearly all actives have a fitted effect of over 60% in size
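Complex of BAZ2B and biotin-H3K14Ac (50 nM apiece) forms over 30 min at RT, then faces library compounds up to 110 uM for another 30 min; AlphaScreen beads added, 20 min dark incubation, luminescence read.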
PI4K2A block: inhibitors of human PI4K2A. AID 1346378. Q9BTU6. purified PI4K2A, ADP-Glo luminescence, 1 h; hits give low values. activity change, negative = inhibition, % at 76.9 µM. 420,000 tested, 0.13% active; in the data active = activity change below about -50%; inconclusive = mostly about -30% to -49%;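 also: -100% = wells without enzyme as full effect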
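In this quantitative HTS, ADP production by PI4K2A was quantified luminescently after 1 h at ambient temperature; 100 microM adenosine served as plate-quality control.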
RGS4 inh: human RGS4 inhibition | P49798 | Transcreener GDP fluorescence polarization, RGS4-accelerated GTP hydrolysis | Potency, µM (doses to about 114 µM), for inactives: top-dose activity change, negative = inhibition, most hits filed as inhibitors | 390,000 tested, 0.039% active; also: potency is read from the fitted curve at half-maximal effect; % is scaled to controls: 0 for no effect and ±100 for the full control effect; nearly all actives have a fitted effect of over 75% in size; some results filed as inactive show a strong effect at the top dose
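MLSMR compounds (23 nl, pin-transferred) preincubated 10 min at room temperature with a 500nM (2x) first reagent, then RGS4 at 900nM (2x) plus Transcreener GDP mix added; fluorescence polarization (620/688 nm) read before and after 90 min at 30 °C.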
* marks the source's active call; other numbers are inactive results; u = inconclusive; x = not tested or not shown; [ ] = remark or other dose. Unless noted, calls follow the shape of the dose curve; as a rule, active = well fitted curve in the direction sought with a large enough effect; inconclusive = small, poorly fitted or top-dose-only effect, or another doubt; inactive = no such curve, though single readings can be large; an effect the other way counts as inactive or inconclusive. Some of the compounds tested; rates above refer to the full screens.

SMILES	ERG Ets-DNA blk	HP1b binding inh	GLS inhibitor	G9a block	ALOX12 inh	JMJD2A Tudor	BAZ2B inh	PI4K2A block	RGS4 inh
O=C(Nc1ccccc1)Nc1nc(-c2ccccc2)cs1	-15%	48%[activator]	-4%	x	0%	-2%	3%	-7	6%
COc1ccc(OCC(=O)NCc2cccnc2)cc1	-5%	38%[activator]	4%	-9%[59 µM]	0%[57.4 µM]	-17%	5%	-1	-33%
COc1ccc(CN2CCN(C(C)C(=O)N3CCc4ccccc43)CC2)cc1OC (stereo not drawn)	1%	0%	6%	-9%	38%[activator]	-13%	2%	-5	17%
O=C(O)C1CCN(S(=O)(=O)c2cccs2)CC1	3%	31%	-22%	-2%	0%	5%	-2%	4	14%
COCCN(CCOC)Cc1c(O)ccc2c3c(c(=O)oc12)CCC3	-6%	5%	34%[activator]	-11%[59 µM]	0%	-22%	1%	-1	47%
COCCn1c(=NC(=O)CCS(=O)(=O)c2ccccc2)sc2ccccc21	4%	25%	5%	x	1%	-19%	x	6	-16%
O=S(=O)(c1cccc(C(F)(F)F)c1)N1CCN(c2cnccn2)CC1	10%	34%	-5%	13%	73%[activator]	-15%	-23%	-2	-1%
Cc1ccc(C(=O)C[n+]2cccc3cc(C)ccc32)cc1	27%	20%	-16%	u	-6%	-16%[57.1 µM]	x	-1	u
CC(NC(=O)C(=O)N1CCOCC1)C(c1cccs1)N1CCN(c2ccccc2)CC1 (stereo not drawn)	-2%	1%	6%	x	-4%	u	-8%	1	9%[11.4 µM]
COc1ccc(-c2nnn(CC(=O)N3CCOCC3)n2)cc1	-6%	26%	-1%	28%	14%	1%	6%	1	10%
COc1ccc2c(c1OC)C(=O)OC2Nc1nc(-c2ccc([N+](=O)[O-])cc2)cs1 (stereo not drawn)	-17%	-8%	10%	u	39%[activator]	-10%	-19%	9	-17%
CC(C)(C)NC(=O)CSc1nc(-c2ccc(F)cc2)cc(C(F)(F)F)n1	2%	44%[activator]	-11%	-8%[59 µM]	-11%	11%	-4%	-2	-3%
CCOC(=O)CC1C(=O)NCCN1C(=O)c1c(F)cccc1F (stereo not drawn)	u	20%	6%	22%[59 µM]	-7%	4%	-5%	3	9%
O=C1CC(c2ccccc2)n2nc(NC(=O)c3ccccn3)nc2N1 (stereo not drawn)	8%	45%[activator]	8%	13%	4%	7.9µM*	-107%	-9	8%
CC#CC(=O)NCC1(N(C)Cc2ccccc2)Cc2ccccc2C1	-1%	32%	2%	30%	-1%	-9%	8%	0	2%
CCOC(=O)C(C#N)=CN1CCNc2ccccc21	5%	16%[57 µM]	-7%	x	-7%	-9%	x	3	-10%
CCC(C)NC(=O)c1nn(-c2ccc(C)cc2)c(=O)n(C)c1=O (stereo not drawn)	6%	13%[57 µM]	3%	5%[59 µM]	-1%	-18%	-1%	0	20%
CC(O)c1nc2ccccc2n1C/C=C/c1ccccc1 (stereo not drawn)	6%	23%	u	-1%[12.7 µM]	-2%	-31%	5%	1	-31%
COc1ccc(N2C(=O)[C@H]3CCC=C[C@H]3[C@@H]2c2ccccc2Br)cc1	3%	41%[activator]	0%	-39%[59 µM]	u	-1%	x	-1	-18%
CCN(CC)CCNC(=O)Cn1ncc2c3ccccc3n(Cc3ccc(Cl)cc3)c2c1=O	1%	38%	-2%	12%[59 µM]	-18%	-21%	-20%	0	-23%
CCCOC(=O)CCNc1n[nH]c(=O)[nH]c1=O	2%	24%	17%	-7%	0%	4%[57.1 µM]	-1%	1	12%[11.4 µM]
COC(=O)c1ccc(C(=O)NC2CCSc3ccccc32)cc1 (stereo not drawn)	-1%	19%	1%	-1%[2.33 µM]	0%	-11%	0%	6	-30%
Cc1ccc(Cc2c(C)nc3nc(SCC(=O)NCCCN4CCCC4)nn3c2C)cc1	0%	-21%	9%	-23%	u	-27%	-9%	-3	17%
COc1cccc(OCc2nc3ccccc3c(=O)n2N)c1	16%	22%	1%	-8%[12.7 µM]	22%	-18%	3%	3	-23%
O=C(OCc1ccc([N+](=O)[O-])cc1)C1CC(=O)N(Cc2ccccc2)C1 (stereo not drawn)	10%	-6%	-17%	x	-14%	-23%	x	-4	-28%
COCC(=O)NCc1nc2ccccc2n1Cc1ccccc1F	0%	31%	-5%	7%[59 µM]	-16%	-7%	13%	3	27%
CCOC(=O)c1c(NC(=O)COC(=O)c2cnc(C)cn2)sc(C(=O)N(C)C)c1C	11%	9%	12%	-26%	-29%	-17%	-5%	-8	9%
CN(C)c1ccc(C(CNC(=O)COc2ccccc2)N2CCOCC2)cc1 (stereo not drawn)	-2%	17%	2%	-4%[12.7 µM]	14%	-18%	-28%	-3	-9%
CCc1nc(SC)ncc1C(=O)N1CCN(c2cc(Cl)ccc2C)CC1	1%	7%	18%	-6%[59 µM]	u	-19%	-1%	-2	-6%
COc1ccccc1C(CNC(=O)CNC(=O)c1ccc(C)c(C)c1)N1CCCC1 (stereo not drawn)	x	35%	13%	19%[59 µM]	15%	-6%	-3%	0	7%
COc1ccc(S(=O)(=O)NCc2ccc(C(=O)N3CCc4ccccc4C3)cc2)cc1	-2%	u	6%	-4%[59 µM]	-3%	-23%	-4%	1	6%
CCC(=O)N(CCc1ccccc1)Cc1cc2cc(OC)ccc2[nH]c1=O	6%	42%[activator]	-3%	-5%	10%	-21%	-18%	8	-8%[56.9 µM]
CCOc1ccc(C(=O)COC(=O)c2ccc(-n3cnnn3)cc2)cc1	8%	32%	-1%	52%	-7%	2%	1%	0	-2%
Cc1cccc(NC(=O)CC2C(=O)NC3CCCCC3N2C(=O)c2ccccc2Cl)c1 (stereo not drawn)	-2%	8%	5%	12%[59 µM]	10%	-8%	-11%	3	-28%
CCCS(=O)(=O)N1CCCC(C(=O)N2CCN(C(=O)OCC)CC2)C1 (stereo not drawn)	5%	15%	1%	x	4%	0%	-6%	-4	5%
Cc1nc(S/C(=C\c2ccc(OCc3ccccc3Cl)cc2)C(=O)O)n[nH]1	-7%	41%	19%	-8%[0.0925 µM]	-27%	-16%	15%	-5	24%
Cc1ccc(C(=O)/C=C/Nc2ccccc2C(N)=O)o1	x	24%	0%	-23%[59 µM]	u	-18%	0%	-2	-2%
CCOc1ccc(C(=O)NNC2CC(=O)N(CCc3ccccc3)C2=O)cc1OC (stereo not drawn)	-1%	33%	25%	11%[59 µM]	-11%	-6%	5%	-1	2%
CC(C)(C)NS(=O)(=O)c1cnc(Cl)c(Cl)c1	0%	29%	3%	58%[activator][59 µM]	148%[activator]	-8%	6%	-22	-29%
CCn1c2ccccc2c2cc(NC(=O)COc3ccc(C)c(C)c3)ccc21	8%	45%[activator]	0%	3%[59 µM]	-13%	-18%	2%	0	-6%
CCN1CCN(C(C(=O)NC2CCCC2)c2cc3c(cc2[N+](=O)[O-])OCO3)CC1 (stereo not drawn)	2%	18%	1%	4%	7%	-10%	-16%	2	9%
COc1ccccc1/C=C/C(=O)NCC(=O)N1CCC(N(C)C2CCCC2)CC1	-2%	8%	7%	48%[59 µM]	-1%	-7%	-20%	-5	7%[11.4 µM]
Cc1cc(C(=O)N2CCc3c([nH]c4ccccc34)C2c2cccc(Cl)c2)nn1C (stereo not drawn)	0%	2%	-9%	40µM*	-18%	u	u	5	-13%

A different layout for some results above:
Every second line gives: ERG Ets-DNA blk, HP1b binding inh, GLS inhibitor, G9a block, ALOX12 inh, JMJD2A Tudor, BAZ2B inh, PI4K2A block, RGS4 inh
- CCCS(=O)(=O)N1CCCC(C(=O)N2CCN(C(=O)OCC)CC2)C1 (stereo not drawn)
→ 5%, 15%, 1%, x, 4%, 0%, -6%, -4, 5%
- Cc1nc(S/C(=C\c2ccc(OCc3ccccc3Cl)cc2)C(=O)O)n[nH]1
→ -7%, 41%, 19%, -8%[0.0925 µM], -27%, -16%, 15%, -5, 24%
- Cc1ccc(C(=O)/C=C/Nc2ccccc2C(N)=O)o1
→ x, 24%, 0%, -23%[59 µM], u, -18%, 0%, -2, -2%
- CCOc1ccc(C(=O)NNC2CC(=O)N(CCc3ccccc3)C2=O)cc1OC (stereo not drawn)
→ -1%, 33%, 25%, 11%[59 µM], -11%, -6%, 5%, -1, 2%
- CC(C)(C)NS(=O)(=O)c1cnc(Cl)c(Cl)c1
→ 0%, 29%, 3%, 58%[activator][59 µM], 148%[activator], -8%, 6%, -22, -29%
- CCn1c2ccccc2c2cc(NC(=O)COc3ccc(C)c(C)c3)ccc21
→ 8%, 45%[activator], 0%, 3%[59 µM], -13%, -18%, 2%, 0, -6%
- CCN1CCN(C(C(=O)NC2CCCC2)c2cc3c(cc2[N+](=O)[O-])OCO3)CC1 (stereo not drawn)
→ 2%, 18%, 1%, 4%, 7%, -10%, -16%, 2, 9%
- COc1ccccc1/C=C/C(=O)NCC(=O)N1CCC(N(C)C2CCCC2)CC1
→ -2%, 8%, 7%, 48%[59 µM], -1%, -7%, -20%, -5, 7%[11.4 µM]
- Cc1cc(C(=O)N2CCc3c([nH]c4ccccc34)C2c2cccc(Cl)c2)nn1C (stereo not drawn)
→ 0%, 2%, -9%, 40µM*, -18%, u, u, 5, -13%
